# TrxR1 substrate: is turned over as a substrate by rat TrxR1. Potency, µM (titrated, usually from 114 µM), for inactives: top-dose activity change, negative = substrate turnover. purified TrxR1 substrate turnover, NADPH consumption readout. actives 0.01% (n = 390,000). AID 588456. O89049; note: potency is the fitted concentration of half-maximal effect; % is set by controls: 0 for no effect and ±100 for the full control effect; nearly all actives have a fitted effect of over 50% in size
#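 Rat TrxR1, dispensed at 90 nM, was prereduced with 400 uM NADPH (final) for 5 min at ~22 deg C, then incubated with compound 15 min before 400 uM selenite. A first-read NADPH fluorescence drop versus no-compound background flagged substrates.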
# D2 antag: antagonists of human D2 dopamine receptor; P14416; HEK293 TREx D2 cells, calcium flux, dopamine EC80; inhibition, % at 10 µM; actives 2% (n = 340,000); AID 485344; in the data active = inhibition above about 30%; note: 0% is about no effect
#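 Cells plated overnight at 30 C with tetracycline; no-wash calcium dye, 30–90 min RT; 10 s baseline; compound pinned; 180 s read; EC80 dopamine added; another 180 s read.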
# rTrxR1 inhibitor: inhibitors of rat thioredoxin reductase 1 | recombinant rTrxR1, NADPH fluorescence consumption, selenite substrate | Potency, µM (highest dose often 114 µM), inactives show top-dose activity change, negative = inhibition, actives largely listed as inhibitors | actives 1% (n = 390,000) | O89049; note: potency is the fitted concentration of half-maximal effect; % is set by controls: 0 for no effect and ±100 for the full control effect; nearly all actives have a fitted effect of over 65% in size
#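 Rat TrxR1 (90 nM in the dispensed reagent) was pre-reduced with 400 uM NADPH for 5 min at room temperature, then incubated with compound for 15 min. After 400 uM selenite was added, NADPH fluorescence (Ex 340/Em 450 nm) was followed for 8 min.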
# TRHR ag: activates the human TRH receptor; P34981; TRHR cells, calcium flux fluo-8, FDSS agonist mode; activation, % at 2 µM; actives 0.18% (n = 360,000); AID 493084; in the data active = activation above about 30%; note: 0% is about no effect
#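 TRHR-expressing cells loaded with fluo-8 calcium dye; 23 nL library compound pin-transferred, kinetic FDSS fluorescence (Ex 480/Em 530) recorded about 180 s for agonist-induced calcium release, before a 10 nM TRH EC20 addition for potentiator mode.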
# D2 ag: activates the human D2 dopamine receptor; P14416; HEK293 T-REx D2 cells, calcium flux agonist mode; activation, % at 2 µM; actives 0.53% (n = 340,000); AID 485358;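 active = activation over 3 SD above normal in the single-dose calcium agonist read, cut at about 30% in these data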; note: 0% is about no effect
#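 In this primary screen, compounds producing a positive calcium signal within 180 s of addition to tetracycline-induced, force-coupled HEK293 Trex D2 cells are flagged; cells are dye-loaded with a no-wash calcium kit beforehand.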
# TRHR PAM: TRH receptor (human) allosteric enhancement. P34981. TRHR cells, fluo-8 calcium fluorescence, EC20 TRH enhancement. enhancement, % at 2 µM. actives 0.66% (n = 360,000). AID 493056; in the data active = enhancement above about 30%; note: 0% is about no effect
#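 Enhancer read-out: after compound pinning and an initial kinetic agonist-mode read, an EC20 of TRH (10 nM final) was injected and fluo-8 calcium signal (Ex 480/Em 530) followed at 1 s/cycle for 100 cycles in TRHR-expressing cells.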
# IDH1 R132H inh: blocks human mutant IDH1 R132H enzyme. O75874. IDH1-R132H enzyme, NADPH consumption, diaphorase/resazurin fluorescence. actives 0.093% (n = 390,000). Potency, µM (top dose mostly 76.6 µM), for inactives: top-dose activity change, negative = inhibition, usual class: inhibitors; note: potency is the fitted concentration of half-maximal effect; % is set by controls: 0 for no effect and ±100 for the full control effect; nearly all actives have a fitted effect of over 65% in size
#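 IDH1-R132H (0.5 ug/mL dispensed) in pH 7.5 Tris buffer was preincubated 30 min with compound, then given a substrate mix of 0.016 mM NADPH and 2 mM alpha-KG for 80 min at room temperature; remaining NADPH was read by diaphorase/resazurin fluorescence.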
# Pin1 inh: inhibitors of human Pin1; actives 0.009% (n = 390,000); AID 504891; Q13526; Pin1 FP peptide displacement, HiFluor488, 10 min; Potency, µM (doses to about 115 µM), inactives show top-dose activity, negative = inhibition, most hits filed as inhibitors; active = well fitted inhibition curve with a large enough effect in the polarisation, with a control signal flat, not every such curve was filed as active; inconclusive = small, poorly fitted or top-dose-only effect, or effect the other way, or a change in a side signal; inactive = no such curve, though single readings can be large or run the other way; the % refers to the polarisation; note: potency is the fitted concentration of half-maximal effect; % is set by controls: 0 for no effect and ±100 for the full control effect
# Target sequence (Q13526 whole entry, looked up): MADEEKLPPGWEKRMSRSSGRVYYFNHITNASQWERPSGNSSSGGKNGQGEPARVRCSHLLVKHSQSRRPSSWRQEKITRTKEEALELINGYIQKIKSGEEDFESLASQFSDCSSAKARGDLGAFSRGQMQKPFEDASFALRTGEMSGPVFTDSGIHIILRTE
# USP1 inh: USP1/UAF1 (human) deubiquitinase inhibition | actives 0.23% (n = 390,000) | O94782 | Potency, µM (top dose mostly 57.1 µM), for the others: top-dose activity change, negative = inhibition, actives largely listed as inhibitors | recombinant USP1/UAF1, Ub-Rhodamine cleavage fluorescence; note: potency is the fitted concentration of half-maximal effect; % is set by controls: 0 for no effect and ±100 for the full control effect; nearly all actives have a fitted effect of over 60% in size; inactives centre near -12
# Target sequence (O94782 whole entry, looked up): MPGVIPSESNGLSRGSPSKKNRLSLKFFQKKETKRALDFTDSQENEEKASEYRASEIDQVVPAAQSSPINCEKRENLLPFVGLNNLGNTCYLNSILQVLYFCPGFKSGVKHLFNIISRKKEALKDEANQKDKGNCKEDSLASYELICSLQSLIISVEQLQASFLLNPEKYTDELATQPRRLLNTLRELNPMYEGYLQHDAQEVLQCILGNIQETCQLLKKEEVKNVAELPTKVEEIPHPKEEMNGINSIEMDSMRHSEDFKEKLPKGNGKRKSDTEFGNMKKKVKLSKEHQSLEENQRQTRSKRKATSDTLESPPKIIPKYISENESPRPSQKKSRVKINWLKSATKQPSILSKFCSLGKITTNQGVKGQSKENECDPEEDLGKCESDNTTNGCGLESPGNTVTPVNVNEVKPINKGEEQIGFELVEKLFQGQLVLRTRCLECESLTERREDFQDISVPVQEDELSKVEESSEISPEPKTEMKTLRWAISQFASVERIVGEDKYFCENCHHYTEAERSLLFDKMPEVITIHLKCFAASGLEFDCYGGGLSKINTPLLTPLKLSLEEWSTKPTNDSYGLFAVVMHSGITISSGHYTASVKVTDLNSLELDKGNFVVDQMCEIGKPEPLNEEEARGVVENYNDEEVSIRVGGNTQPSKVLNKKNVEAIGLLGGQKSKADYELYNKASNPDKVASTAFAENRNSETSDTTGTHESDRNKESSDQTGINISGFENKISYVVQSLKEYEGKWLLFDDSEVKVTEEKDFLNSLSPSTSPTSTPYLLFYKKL
#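 1 nM enzyme complex + cpd, 15 min RT; start with Ub-Rho 150nM final; kinetic fluorescence ex 480/em 540, 6 reads q60 s. Buffer 50mM HEPES pH 7.8, 0.5mM EDTA, 0.1 mg/ml BSA, 1mM TCEP, 0.01% Tween-20.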
# * hit, by the source's call; ? = inconclusive; · = no result given; & = joins results of further samples; [ ] = remark or other dose. Unless noted, calls come from the whole dose curve; as a rule, active = well fitted inhibition curve with a large enough effect; inconclusive = small, poorly fitted or top-dose-only effect; inactive = no such curve, though single readings can be large or run the other way. A portion of the library, so the mix of outcomes need not match the whole.
SMILES	TrxR1 substrate	D2 antag	rTrxR1 inhibitor	TRHR ag	D2 ag	TRHR PAM	IDH1 R132H inh	Pin1 inh	USP1 inh
CN(C(=O)CSc1nc2sc3c(c2c(=O)n1C)CCC3)C1CCS(=O)(=O)C1 (configuration not stated)	0%	-13	9%	-0.1	0.3	10	6%	7%	-23%
Cc1ccc(C(=O)N2CCCC(c3ccccc3)=N2)cc1	8%[57.1 µM]	5	26%[57.1 µM]	-0.1	-0.1	1	11%	-1%	-26%
Cc1cnc(NC(=O)c2cccc(S(=O)(=O)N3CCOCC3)c2)s1	2%	3	18%	-0.7	-0.2	12	0%	-3%	-21%
CN(C(=O)CSc1nnc(-c2ccc(Cl)cc2)n1CC1CCCO1)C1CCS(=O)(=O)C1 (configuration not stated)	5%[57.1 µM]	0	1%[57.1 µM]	-0.1	2.8	2	6%	-1%	0%
CN(CC(=O)Nc1ccccc1Cl)C(=O)CCSc1ccc(F)cc1	10%	-9	24%	-0.3	-0.7	0	0%	3%	-10%
CCN(CC(=O)Nc1ccccc1Br)Cc1nc2ccccc2c(=O)[nH]1	-2%[57.1 µM]	21	7%	1.4	-0.2	-9	-3%	3%	13%
CCOC(=O)C(=O)C1=CN(Cc2ccccc2)C=C(C#N)C1	-1%	13	-20%	0.6	0.2	3	-9%	0%	-7%
Cn1cnnc1SCC(=O)NC(=O)NCc1ccccc1	-5%	-9	15%	0.2	0.2	0	3%	-8%	-1%
Cc1ccccc1OCC(=O)Nc1ccc2nc(SCC(=O)N(C)c3ccccc3)sc2c1	-8%	·	2%	0.0	·	-7	2%	34%[activator]	-8%
Cc1ccc(S(=O)(=O)NCC(c2ccc3c(c2)OCO3)N2CCN(c3ccccc3)CC2)cc1 (configuration not stated)	-1%	67*	6%	-0.2	64*	-2	2%	10%	-22%
O=[N+]([O-])c1ccc(Oc2ncccn2)cc1	-4%	·	13%[57.1 µM]	·	·	·	13%	-12%	2%
CCOC(=O)N1CCN(C(=O)CSc2nnc(-c3cccs3)o2)CC1	-4%	15	-4%	-0.2	-1.2	-5	-5%	-1%	-15%
O=C(CCN1CCN(c2ccccc2)CC1)Nc1ccccc1	15%	53*	45%[activator]	-0.1	73*	16	0%	-6%	-14%
O=C(NCc1ccc(OC(F)(F)F)cc1)C1CC(c2c(Cl)cccc2Cl)=NO1 (configuration not stated)	3%	-3	30%	0.4	-0.6	1	4%	-5%	?
C#Cc1ccc([C@H]2C=C(C(=O)Nc3ccccc3)O[C@@H](OCc3ccc(CO)cc3)C2)cc1	4%[57.1 µM]	13	37%	0.1	0.4	2	0%	?	?
CCOC(=O)c1cccnc1SCC(=O)N(C)c1ccccc1	1%[57.1 µM]	3	-6%[57.1 µM]	-0.3	-0.1	3	-4%	2%	-14%
CCOc1ccc(N2C(=O)CNC2=S)cc1	3%[57.1 µM]	-17	18%[57.1 µM]	6.8	1.4	5	-3%	8%	-8%
Cc1ccc(NC(=O)Cn2c(=O)oc3ccccc32)cc1Cl	8%&-2%[57.1 µM]	-24	13%	-0.6&-0.1	-1.6	5&6	3%&-7%	4%&1%	-2%&-22%
CC(C)(C)N1C(=O)c2ccc(C(=O)O)cc2C1=O	-3%	11	-3%	0.6	0.3	0	2%	6%	-3%
CC(C)(C)NC(=O)NC(=O)C[n+]1ccc(Cc2ccc([N+](=O)[O-])cc2)cc1	10%	6	23%	-0.9	-0.3	-11	2%	-13%	-26%
O=C(COc1ccc(-c2ccccc2)cc1)N1CCN(C(=O)c2cccnc2)CC1	7%[57.1 µM]	-13	13%[57.1 µM]	0.6	0.7	1	-2%	-2%	-10%
Cc1ccc(C)c(N2C(=O)c3ccc(C(=O)OCC(=O)c4c(N)n(C)c(=O)n(C)c4=O)cc3C2=O)c1	12%	3	27%	1.7	5.9	1	-2%	2%	-14%
Cc1ccc(C(C(=O)NC2CCCC2)N(CCCO)C(=O)Cn2nnc(-c3ccc(C)o3)n2)cc1 (configuration not stated)	3%	·	20%	-0.1	·	15	-2%	-10%	-18%
COC(C[C@H]1O[C@H]1[C@H](O)[C@H](C)OCc1ccccc1)OC	6%[57.1 µM]	14	4%	0.1	0.0	-4	-5%	-7%	0%
COc1cccc(C(=O)Oc2cc(-c3ccccc3)no2)c1	-4%	-19	-3%[57.1 µM]	1.1	-0.4	10	6%	4%	-6%
Cc1cccc(-c2noc(CN(C3CCCCC3)S(=O)(=O)c3ccc(F)cc3)n2)c1	2%	·	37%[activator]	2.9	2.9	13	-13%	9%	-8%
Cc1ccc(NC(=O)c2cc(-c3ccc(C)o3)nc3ccccc23)nc1	24%	0	14µM*	-0.2	-0.2	-3	0%	?	-14%
O=c1cc(C(F)(F)F)[nH]c(=S)n1-c1ccccc1	10%[57.1 µM]	1	?	-1.1	0.4	4	14%	-1%	-18%
Oc1ccc(/C=N/Nc2ncc(Cl)cc2Cl)cc1	-9%	6	-5%	-0.9	-1.0	13	-1%	-6%	-4%
CN1C(=O)S/C(=C/c2ccccc2OCc2ccc(C(=O)O)cc2)C1=O	-2%	18	9%[57.1 µM]	-1.0	-1.1	-4	-9%	-5%	-8%
O=C(NCCN1CCN(c2ccccc2)CC1)c1cccc(Br)c1	-11%	78*	-5%	-0.4	89*	3	1%	1%	-9%
N#CC1=C(N)Oc2c(oc(CO)cc2=O)C1c1cccs1 (configuration not stated)	2%	-10	0%	-0.2	-0.4	-3	-6%	8%	-10%
CC(C)(C)OC(=O)C[C@@H]1C/C=C\C[C@@H](CC(=O)N[C@@H](CO)Cc2ccccc2)C(=O)NCCOC1=O	-1%	·	13%	·	·	·	-10%	4%	-16%
COc1ccc(S(=O)(=O)N2CCCC2c2cccs2)cc1 (configuration not stated)	2%	0	26%	0.0	0.4	-4	3%	-6%	-11%
Cc1ccc(CN2CCSc3ccc(C(=O)NC4CCCC4)cc32)cc1	45%[activator]	5	90%[activator]	-0.4	0.0	-7	0%	34%[activator]	-21%
COc1cccc(C(=O)C2CCCN(C(=O)CCc3scnc3C)C2)c1 (configuration not stated)	15%	12	11%[57.1 µM]	1.4	0.9	-10	-5%	-4%	-15%
CC(OC(=O)c1cc(S(=O)(=O)N(C)C)ccc1N1CCCC1)C(=O)NCc1ccccc1 (configuration not stated)	-2%	5	-2%	-0.3	0.1	1	7%	1%	-25%
O=C(NCC1COc2ccccc2O1)c1cccs1 (configuration not stated)	4%	2	24%	0.8	0.9	-5	-4%	-1%	-16%
CCOc1cccc(N(C(=O)CCC(=O)Nc2cc(C)on2)C(C(=O)NC(C)(C)C)c2ccc(OC)cc2)c1 (configuration not stated)	-4%	-8	21%	0.1	0.0	6	-4%	1%	-28%
Cc1ccc(NC(=O)COC(=O)Cn2ccc(=O)[nH]c2=O)cc1C	-4%	·	-22%	·	·	·	5%	8%	-6%
CCOC(=O)C1Oc2ccccc2C(c2cccc3ccccc23)=C1C(=O)OC (configuration not stated)	-1%	·	6%	·	·	·	3%	16%	-16%
CCCn1cc(SCC(=O)Nc2nnc(C)s2)c2ccccc21	6%[57.1 µM]	-1	29%[57.1 µM]	-0.8	-0.7	-3	2%	-2%	-13%
CC(=O)O[C@@H]1C[C@H]2C(C)=C[C@H]3OC(=O)[C@@H](C)[C@H]3C[C@H]2[C@]1(C)O	-2%	-16	-1%	0.4	0.1	4	7%	1%	-11%
O=C1OC(c2ccc(F)cc2)=C/C1=C\c1ccc([N+](=O)[O-])o1	·	2	·	0.4	0.4	-4	·	·	·
C/C(=N\Nc1nc(C)cc(-c2ccccc2)n1)c1ccccc1	-5%[57.1 µM]	-17	2%[57.1 µM]	0.2	1.1	-6	5%	-4%	-12%
COCc1ccc(C(=O)N2CCCC(N(C)Cc3ccccc3)C2)s1 (configuration not stated)	1%	10	-5%	0.1	-0.1	10	0%	?	4%
CN(C)C1(CNC(=O)C2CCN(S(=O)(=O)c3c(Cl)cccc3Cl)CC2)CCCCC1	-1%	·	4%	0.5	·	5	2%	-1%	-19%
CCOC(=O)C1=C(C)N=C2SCCC(=O)N2C1c1sccc1C (configuration not stated)	5%	1	23%	-1.1	-0.8	3	1%	2%	-19%
COc1cc(C(=O)OCCNC(=O)c2ccccc2)cc(OC)c1OC	4%	-6	9%	-0.9	-2.4	6	-5%	0%	-8%
COc1ccc(-c2noc(-c3ccccc3C(=O)NCc3ccco3)n2)cc1OC	-2%	-5	?	-1.6	-0.2	0	3%	2%	-8%
COc1ccc(OC)c(/C=N/NC(=O)CC2C(=O)NN=C2C)c1 (configuration not stated)	237%[activator]	-8	-11%	0.2	0.8	0	-6%	-3%	2%
CCc1ccccc1NC(=O)N1CCc2cc(OC)c(OC)cc2C1CC(=O)OC (configuration not stated)	1%[57.1 µM]	·	13%[57.1 µM]	-1.3	·	-1	7%	-6%	-17%
NC(=O)c1snnc1-c1ccccc1	5%[57.1 µM]	-4	5%	-0.7	0.0	-3	-2%	-1%	-1%
O=C(Nc1nc2ccccc2s1)c1ccc(OCC2CCCO2)cc1 (configuration not stated)	0%	5	1%	0.6	11	1	9%	9%	-25%
O=C(CSc1ccc(-c2ccco2)nn1)NCc1ccccc1	1%	5	?	0.1	-0.9	-1	5%	-3%	-19%
CCCC(=O)Nc1ccc(-c2nc3cc(C)ccc3o2)cc1	59%[activator]	-15	23%	0.4	0.8	1	-5%	-1%	-21%

# Screening results: PubChem BioAssay, National Center for Advancing Translational Sciences (NCATS)
